D3 antag: antagonists of human D3 dopamine receptor; P35462; D3R cells, DiscoveRx beta-arrestin luminescence, antagonist mode; active compounds read low; max response, negative = inhibition, %; actives 2.5% (n = 360,000); in the data active = max response below about -50%; inconclusive = no clear call, values can overlap the other calls; also: % is scaled to controls: 0 for no effect and ±100 for the full control effect; mostly tested at two doses, the higher about 12 µM
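Cells expressing the human receptor were seeded at 1500 cells/well, incubated overnight at 37 degrees C in 5% CO2, then exposed to library compounds with dopamine controls for 90 minutes at 37 degrees C before luminescent detection.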
PTHR1 agonist: agonists of human PTHR1 parathyroid hormone receptor. HEK293 GP2 PTHR1 cells, GloSensor cAMP luminescence, 1 h. Potency, µM (titrated, usually from 115 µM), for the others: top-dose activation, actives largely listed as activators. actives 0.075% (n = 410,000); also: potency is read from the fitted curve at half-maximal effect; nearly all actives have a fitted effect of over 55% in size; some results filed as inactive show a strong effect at the top dose; inactives centre near -15; many of its hits are not listed in these tables
Target sequence (Q03431 whole entry, looked up): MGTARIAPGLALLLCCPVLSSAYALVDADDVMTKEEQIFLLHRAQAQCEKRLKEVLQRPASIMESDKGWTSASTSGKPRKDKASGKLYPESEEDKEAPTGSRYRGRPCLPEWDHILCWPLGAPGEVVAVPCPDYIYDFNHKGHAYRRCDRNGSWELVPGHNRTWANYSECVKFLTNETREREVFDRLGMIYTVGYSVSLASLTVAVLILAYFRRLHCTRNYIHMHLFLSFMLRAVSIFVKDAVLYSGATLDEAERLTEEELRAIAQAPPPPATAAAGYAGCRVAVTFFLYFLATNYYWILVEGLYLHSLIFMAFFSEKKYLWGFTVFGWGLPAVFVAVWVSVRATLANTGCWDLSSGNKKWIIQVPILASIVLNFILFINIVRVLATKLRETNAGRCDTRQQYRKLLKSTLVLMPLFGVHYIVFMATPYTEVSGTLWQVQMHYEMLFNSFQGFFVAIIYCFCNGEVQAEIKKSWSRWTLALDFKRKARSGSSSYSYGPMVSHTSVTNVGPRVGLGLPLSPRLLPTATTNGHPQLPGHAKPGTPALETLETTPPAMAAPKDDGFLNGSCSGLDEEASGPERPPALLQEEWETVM
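HEK-293-derived GP2 cells expressing PTHR1 and a GloSensor cAMP reporter, 3,000/well, plated overnight, given luciferin plus IBMX (each 0.5 mM as added) for 1 h at 37 °C, then compound for 1 h at 37 °C. Luminescence was read after 15 min at room temperature.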
GLP-1R agonist: agonists of human GLP-1 receptor; HEK293 GLP-1R CRE-luciferase, luminescence, 4-6 h; cells express a hypersensitive GLP-1R form; Potency, µM (top dose mostly 45.6 µM), for inactives: at the top dose activation, hits mostly activators; actives 0.007% (n = 380,000); also: potency is read from the fitted curve at half-maximal effect; % of control where 0% means no effect
Target sequence (P43220 whole entry, looked up): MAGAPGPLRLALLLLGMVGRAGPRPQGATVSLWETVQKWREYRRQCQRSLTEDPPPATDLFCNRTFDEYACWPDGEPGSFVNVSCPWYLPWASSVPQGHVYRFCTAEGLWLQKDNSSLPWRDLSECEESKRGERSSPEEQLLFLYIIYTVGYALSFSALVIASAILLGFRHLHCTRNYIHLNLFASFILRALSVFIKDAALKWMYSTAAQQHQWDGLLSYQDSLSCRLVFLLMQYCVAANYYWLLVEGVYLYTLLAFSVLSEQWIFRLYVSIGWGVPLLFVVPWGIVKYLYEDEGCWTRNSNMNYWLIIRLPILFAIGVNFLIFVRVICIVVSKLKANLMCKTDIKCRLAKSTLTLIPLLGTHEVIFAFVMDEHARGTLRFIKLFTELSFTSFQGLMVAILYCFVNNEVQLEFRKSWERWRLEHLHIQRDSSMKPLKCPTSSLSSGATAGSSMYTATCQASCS
Abeta yeast res: A-beta toxicity reversal in yeast. yeast expressing A-beta42, growth rescue, OD600, 48 h; response scale: 0% DMSO, 100% iron-clioquinol control. AID 1347071. Potency, µM (top dose mostly 46.1 µM), for inactives: at the top dose growth rescue, usual class: activators. actives 0.063% (n = 410,000); also: potency is read from the fitted curve at half-maximal effect; nearly all actives have a fitted effect of over 55% in size
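Growth rescue measured by 600 nm absorbance after 48 h yeast culture at 30 C with compound. Values normalized between DMSO and an equimolar ferric chloride plus clioquinol control.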
FUS yeast rescue: rescues growth of FUS-expressing yeast; AID 1347120; S. cerevisiae FUS-expressing, growth rescue, OD600, 24 h; actives 0.24% (n = 390,000); Potency, µM (doses to about 76.6 µM), for the others: at the highest dose growth rescue (activation), actives largely listed as activators;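 also: potency is read from the fitted curve at half-maximal effect; plate controls were DMSO vehicle for no effect and reference control for full effect; nearly all actives have a fitted effect of over 55% in size; some results filed as inactive show a strong effect at the top dose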
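Cultures pregrown in 2.5% raffinose medium are shifted to minimal medium containing 2% galactose to express toxic FUS. Compounds are tested at several concentrations. After 24hr at 30C, growth is quantified at 600 nm absorbance.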
aSyn yeast inh: alpha-synuclein toxicity inhibition in yeast | Yeast expressing alpha-synuclein, growth rescue, BacTiter-Glo, 24 h | Potency, µM (series often up to 46.1 µM), for inactives: top-dose growth rescue (activation), hits mostly activators | actives 0.14% (n = 370,000); also: potency is read from the fitted curve at half-maximal effect; % of control where 0% means no effect; nearly all actives have a fitted effect of over 65% in size
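Readout is rescue of growth in alpha-synuclein-expressing yeast, so inhibitors of toxicity appear as activators. Growth after 24 hr at 30 deg C in galactose medium is quantified by luminescence.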
GLP1R inv ag: inverse agonists of human GLP-1 receptor | P43220 | HEK293 GLP-1R CRE-luciferase, luminescence, 24 h; GLP-1R form is constitutively active | Potency, µM (highest dose often 38.3 µM), for inactives: top-dose activity change, negative = inhibition, usual class: inhibitors | actives 1.6% (n = 410,000) | AID 624417; also: potency is read from the fitted curve at half-maximal effect; % is scaled to controls: 0 for no effect and ±100 for the full control effect; nearly all actives have a fitted effect of over 55% in size
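Readout was luciferase luminescence, measured 12 min after detection reagent at room temperature. Beforehand, GLP-1R reporter HEK293 cells had sat 12 h, then received compounds for 24 hr at 37 deg C.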
Akt phos inh: blocks phosphorylation of Akt. Neuro2A IGF-stimulated pAkt S473 HTRF, 20 min; active compounds read low. activity change, % for hits at 50 µM. actives 0.32% (n = 360,000); in the data active = activity change below about -80%; inconclusive = mostly about -51% to -80%; also: % is scaled to controls: 0 for no effect and ±100 for the full control effect
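Single-point screen (50 µM final compound) in Neuro2A cells stimulated 20 min with 6 nM IGF at 37 deg C. After lysis, Ser473-phosphorylated Akt read by HTRF (ex 330 nm, em 615/665 nm) as the 665/615 ratio.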
TDP-43 yeast inh: TDP-43 toxicity inhibition in yeast; actives 1.8% (n = 410,000); TDP-43 expressing yeast growth rescue, BacTiter-Glo, 24 h; Potency, µM (series often up to 46.1 µM), without a hit: top-dose growth rescue (activation), usual class: activators; AID 652104; also: potency is read from the fitted curve at half-maximal effect; % of control where 0% means no effect; nearly all actives have a fitted effect of over 50% in size
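Growth rescue of TDP-43-toxic yeast measured as ATP luminescence (BacTiter-Glo). Cells grown to mid-log in raffinose, induced in galactose at OD600=0.02, exposed to compound 24 hr at 30 deg C.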
* marks the source's active call; other numbers are inactive results; i = inactive; ? = inconclusive; / = no result given; [ ] = another dose, or the depositor's remark. Unless noted, calls follow the shape of the dose curve; as a rule, active = well fitted curve in the direction sought with a large enough effect; inconclusive = small, poorly fitted or top-dose-only effect, or another doubt; inactive = no such curve, though single readings can be large; an effect the other way counts as inactive or inconclusive. An excerpt (hit frequency here may not be typical).

SMILES,GLP-1R agonist,FUS yeast rescue,aSyn yeast inh,D3 antag,Abeta yeast res,TDP-43 yeast inh,PTHR1 agonist,GLP1R inv ag,Akt phos inh
CC1=C(C(=O)c2ccccc2)C(c2cccc([N+](=O)[O-])c2)NC(=S)N1 (stereo unspecified),-2.3%,-9.8%,-0.7%,0.7,11.9%,22.8%,-25.0%,-3.8%,i
COc1ccccc1CCN=C(N)NS(=O)(=O)c1ccc(C)c(C)c1,8.5%,2.2%,-2.4%,-13.1,-9.0%,-4.5%,-33.1%[inhibitor],?,i
O=C(Nc1nccs1)C1C2CC3OC(=O)C1C3C2 (stereo unspecified),5.7%,-18.5%,-8.1%,-28.6,-0.3%,6.5%,i,10.0%,i
Cc1cc2c(cc1C)N(C(=O)CSc1nncn1C)C(C)(C)c1ssc(=S)c1-2,12.8%,?,-13.2%,-24.0,-9.6%,2.7%,-16.5%[57.5 µM],0.3%,i
CCN(CC)CCNC(=O)C1CCN(C(=O)c2cnn(-c3ccccc3)c2-n2cccc2)CC1,/,4.4%,/,/,-7.2%,10.1%,i,5.3%,/
COc1ccc(-c2ccc3oc(-c4ccsc4)cc3c2)cc1,2.8%,-23.7%,0.4%,18.5,4.2%,0.0%,i,-2.4%,i
CC(=O)COc1ncn(-c2ccccc2)n1,4.6%,11.6%,-6.6%,10.5,1.7%,3.7%,i,9.5%,i
O=c1[nH]c(/C=C/c2ccccc2F)nc2ccccc12,2.0%,-13.4%,9.1%,6.9,-13.5%,14.5%,-18.7%,?,i
COc1ccc(CNC(=O)CN(C)Cc2ccccc2F)cc1OC,12.5%,-0.8%,4.7%,0.3,-1.0%,-0.3%,-15.9%,0.8%,i
O=C(CCn1c(=O)c2ccccc2n(CC(=O)NC2CCCC2)c1=O)NCCc1ccc(Cl)cc1,-10.0%,13.9%,0.1%,12.6,12.2%,6.8%,i,-15.6%,i
Cc1ccc2nc(SCc3nnc(-c4cccs4)o3)[nH]c2c1,7.0%,9.0%,9.4%,7.1,3.8%,14.6%,i,1.2%,i
Cc1cccc(C)c1-n1ncc(C(=O)Nc2ccc3c(c2)OCO3)c1C1CCN(C(=O)OC(C)(C)C)CC1,/,23.1%,/,/,9.4%,2.0%,i,?,/
CN(C)Cc1csc(Nc2ccc(C(F)(F)F)cn2)n1,-1.6%,-11.9%,-7.6%,?,-24.2%,6.4%,i,?,i
CCC(C)[C@H](NC(=O)NC1CCCc2ccccc21)C(=O)OC (stereo partly specified),-0.1%,12.5%,2.4%,-11.2,-12.5%,-26.5%,-3.2%,?,i
COc1ccc(-c2cn3cccnc3n2)cc1NC(=O)c1cc(OC)c(OC)c(OC)c1,6.5%,18.2%,5.4%,17.4,-13.8%,?,-1.6%,11.6%,i
O=C(N/N=C/c1c[nH]c2ccccc12)C1COc2ccccc2O1 (stereo unspecified),5.6%,13.5%,0.8%,6.4,0.0%,12.6%,-5.3%,?,i
C=C(CC1([C@@H](NP(=O)(c2ccccc2)c2ccccc2)[C@H]2C[C@@H]2CCCC)CC1)c1ccccc1,1.5%,14.1%,7.7%,15.2,10.6%,9.5%,-68.1%[inhibitor],2.51µM*,i
NC1=NC(=O)C(Cc2ccc(Br)cc2)S1 (stereo unspecified),-2.1%,-11.7%,3.7%,8.6,-4.8%,17.8%,-10.7%,-2.1%,/
Cc1ccc(C(C)C)c(OCC(=O)Nc2ccc(N3CCN(S(C)(=O)=O)CC3)cc2)c1,6.3%,-2.6%,-1.3%,4.8,-9.4%,-3.6%,-4.3%,-1.1%,i
CCN(C(=O)Cn1c(=O)n(Cc2ccccc2)c(=O)c2ccccc21)c1cccc(C)c1,2.4%,17.2%,10.1%,-13.9,6.9%,23.2%,i,?,i
Cc1cc(NS(=O)(=O)c2ccc(NC(=O)COc3ccc(Cl)cc3Cl)cc2)no1,2.4%,-6.0%,-3.4%,-5.6,-7.5%,-1.9%,-32.9%[inhibitor],-6.2%,i
Cc1ccc(-c2nn3c(-c4ccccc4)nnc3c3ccccc23)cc1,/,-9.1%,/,/,-2.7%,11.0%,i,7.0%,/
CC(=O)Nc1ccc2nc(NC(=O)COc3ccc([N+](=O)[O-])cc3)sc2c1,1.6%,11.7%,-1.4%,-10.1,-13.9%,-19.2%,-2.8%,10.3%,i
CCOc1ccc(C2/C(=C(/O)c3ccc(OC)cc3)C(=O)C(=O)N2c2cc(C)on2)cc1OC (stereo unspecified),-4.1%,11.5%,-4.5%,?,-20.1%,-4.5%,-1.1%[57.5 µM],3.3%,i
CC1CCc2cc(F)ccc2N1C(=O)c1ccc2c(c1)OCO2 (stereo unspecified),5.0%,16.3%,11.3%,-3.5,-18.6%,16.0%,-11.4%[57.5 µM],?,i
CCCCN1CC(C)(C)Oc2cccc(F)c2S1(=O)=O,14.1%,-17.7%,-0.9%,4.2,6.5%,-3.2%,-5.8%,-15.3%,i
O=C(O)Cc1csc(NC(=O)c2ccco2)n1,-3.5%,-9.9%,5.1%,-7.0,0.0%,6.1%,i,0.8%,i
O=C(OCC1COc2ccccc2O1)c1ccccc1F (stereo unspecified),0.3%,19.4%,-1.7%,12.8,-2.1%,12.5%,-21.7%[57.5 µM],-3.5%,i
CC(C)Oc1cccc(C(=O)C2CCCN(Cc3cnc(N4CCOCC4)s3)C2)c1 (stereo unspecified),20.8%,0.6%,-2.8%,-14.8,17.8%,-4.8%,-14.7%,?,i
Cc1cccc(NC(=S)NCCCN2CCOCC2)c1,-2.5%,31.2%,-2.8%,-28.9,-7.5%,-16.4%,20.6%,14.2%,i
Cc1ccc(N2C(=O)N(C(C)C)C(C)(C)CC2(C)O)cc1 (stereo unspecified),0.6%,9.8%,9.7%,-13.0,11.5%,16.7%,i,?,i
CCOc1ccc(S(=O)(=O)N2CCCCC2)cc1NC(=O)C1CCCC1,2.5%,-0.9%,?,9.3,-6.6%,14.0%,-7.1%,-0.9%,i
N#C/C(=C\c1ccc(F)cc1)c1nc(-c2ccco2)cs1,-1.0%,-4.2%,-9.6%,-8.9,-4.4%,20.0%,-89.1%[inhibitor],5.3%,i
COc1ccc(N2C(=O)CN=C2Nc2nc(C)cc(C)n2)cc1,-9.8%,-13.0%,0.5%,22.6,18.1%,16.1%,i,-6.4%,i
O=C(CN1CCN(C(=O)CNC(=O)c2ccc3c(c2)OCO3)CC1)Nc1ccccc1Cl,2.1%,2.6%,-0.5%,-9.2,-0.6%,-2.2%,-11.9%,-5.6%,i
CN(C(=O)CSc1nnc(N)s1)C1CCCCC1,-3.1%,1.6%,-5.0%,18.3,8.7%,21.2%,-31.0%[inhibitor],-20.8%,i
CCC1(C)CC2(CCCN(CCC(=O)c3ccccc3)C2)CCO1 (stereo unspecified),1.4%,1.0%,6.5%,5.0,-12.1%,2.7%,-0.4%,-11.3%,i
COc1ccccc1CCNC(=O)C(=O)NCCC1CCCCN1S(=O)(=O)c1cccs1 (stereo unspecified),14.7%,16.5%,3.1%,-21.1,4.8%,-0.8%,-4.8%,?,i
O=C1CCc2cc(S(=O)(=O)NCCc3ccccc3)cc3c2N1CC3,8.5%,12.3%,-0.5%,11.3,4.9%,7.4%,-5.2%,11.8%,i
O=C(Cn1ncc2c(=O)oc3ccccc3c21)N1CCC(N2CCCCC2)CC1,-6.4%,-15.0%,1.8%,-11.9,-0.2%,5.3%,i,-1.4%,i

Some values from above.
`COc1ccccc1CCNC(=O)C(=O)NCCC1CCCCN1S(=O)(=O)c1cccs1` (stereo unspecified) in Abeta yeast res → 4.8%
`N#C/C(=C\c1ccc(F)cc1)c1nc(-c2ccco2)cs1` in GLP-1R agonist → -1.0%

(next part)
SMILES,GLP-1R agonist,FUS yeast rescue,aSyn yeast inh,D3 antag,Abeta yeast res,TDP-43 yeast inh,PTHR1 agonist,GLP1R inv ag,Akt phos inh
COc1ccc(-n2ccnc2SCC(=O)NC2CCCC2)c(OC)c1,0.0%,11.1%,-5.2%,-9.6,19.0%,-8.5%,i,16.9%[7.66 µM],i
CCOC(=O)[C@H]1[C@H]2COc3ccccc3[C@@H]2N2C(=O)CN(CC3CCCO3)C(=O)[C@@]12C (stereo partly specified),-0.2%,-6.3%,5.5%,2.0,6.1%,22.5%,-14.2%,8.8%,i
CCc1ccccc1NC(=O)CN1CCN(C(=O)CCC(=O)N2CCC(c3ccccc3)=N2)CC1,0.6%,/,-0.2%,-6.8,5.6%,9.0%,-42.6%[inhibitor],-29.3%,i
CC(C)C(=O)Nc1ccc(N2CCCC2)c(Cl)c1,0.6%,9.6%,-2.6%,-27.1,3.5%,-1.2%,-19.7%,-17.1%,i
CC(C)c1ccc(NC(=O)CSc2nnc(CN3CCOCC3)n2C)cc1,4.6%,-24.3%,-3.7%,8.8,-3.3%,0.2%,-31.1%[inhibitor],6.0%,i
CCC(=O)NC(c1ccco1)c1cc(Cl)c2cccnc2c1OC (stereo unspecified),-4.5%,-21.2%,/,/,5.6%,/,-7.2%,/,/
CC(C)C[C@H](NC(=O)Nc1ccc(S(N)(=O)=O)cc1)C(=O)O,1.0%,36.6%,-15.8%,-19.8,-17.0%,-16.4%,i,14.7%,i
O=C(CSc1ccc([N+](=O)[O-])cc1)NNC(=O)c1ccccc1F,8.7%,5.3%,-6.5%,12.1,4.3%,1.7%,-3.4%,-16.7%,i
COc1cc(NC(=O)COc2ccccc2)c(OC)cc1NC(C)=O,0.0%,2.8%,-0.5%,12.6,-12.2%,13.8%,i,-8.7%,i
